FAS TE block: blocks the thioesterase domain of human fatty acid synthase | 360,000 compounds, 0.67% hits | recombinant FAS-TE, OMFH fluorogenic substrate, fluorescence endpoint | inhibition, % at 15 µM | P49327;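 active = compounds whose normalised, plate-corrected inhibition of enzyme fluorescence in the single-dose primary screen is 50% or more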;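 also: 0% = DMSO with enzyme and 100% = substrate without enzyme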
MsrA act: activates bovine MsrA enzyme. activation, % at 10.6 µM. 360,000 compounds, 0.3% hits. purified bovine MsrA, absorbance read-out; in the data active = activation above about 7.5%;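 also: 0% = vehicle and 100% = reference activator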
SKN-1 block: C. elegans SKN-1 inhibition; C. elegans VP596 Pgst-4::GFP/RFP ratio, acrylamide-induced, 24 h; inhibition, % at 21.8 µM; 360,000 compounds, 0.49% hits; AID 624304;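 active = interference check ratio from 0.5 to 1.5 plus GFP to RFP signal ratio inhibition reaching or exceeding a fixed threshold, cut at about 30% in these data, passing the limit was not always enough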; also: some compounds called inactive have numbers as strong as hits
NRP1-CendR mod: alters CendR peptide binding to human NRP-1 | 360,000 compounds, 0.85% hits | inhibition, % at 25 µM | FAM-RPARPAR peptide binding to NRP-1, fluorescence polarization | AID 602438;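 active = inhibition or corrected inhibition above about 18%, plus a signal ratio from 0.5 to 1.5, limit read from the data, passing the limit was not always enough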; also: strong numbers were not always called active
eLon inh: inhibits E. coli Lon protease. P0A9M0. purified E. coli Lon protease, fluorescence polarization. inhibition, % at 7.94 µM. 360,000 compounds, 0.42% hits. AID 602123; in the data active = inhibition above about 13%, passing the limit was not always enough;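 also: 0% = enzyme with probe and DMSO and 100% = no enzyme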
Neddyl block: blocks human cullin neddylation | P61081+Q13564 | TR-FRET cullin neddylation, biochemical | calls only at 25 µM | 360,000 compounds, 0.58% hits; in the data active = inhibition above about 36%
MT1-MMP act inh: blocks activation of human MT1-MMP; HT1080 RFP-PRO-GFP cells, GFP/RFP ratio fluorescence, overnight; percent of plate control window, DMSO zero; GFP/RFP ratio change, % at 20 µM; 360,000 compounds, 0.061% hits;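 active = GFP/RFP ratio change of at least 30% with cell ATP level not reduced by more than half and red fluorescence within 50% of control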; also: strong numbers were not always called active
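Assay system: HT1080 RFP-PRO-GFP cells. Benchmarks: DMSO vehicle wells and RFP-L50D-GFP reporter cell wells. Times: overnight cell settling, then overnight compound exposure, 37 °C, 5% CO2. Compound: 20 µM single dose, 1% DMSO. Read-out basis: GFP/RFP fluorescence ratio.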
Rin1-Abl PPI inh: inhibitors of human Rin1-Abl protein interaction | 360,000 compounds, 0.4% hits | P00519+Q13671 | inhibition, % at 7.35 µM | TR-FRET Rin1/Abl binding, biochemical; in the data active = inhibition above about 5%, passing the limit was not always enough
Target sequence (P00519 whole entry, looked up): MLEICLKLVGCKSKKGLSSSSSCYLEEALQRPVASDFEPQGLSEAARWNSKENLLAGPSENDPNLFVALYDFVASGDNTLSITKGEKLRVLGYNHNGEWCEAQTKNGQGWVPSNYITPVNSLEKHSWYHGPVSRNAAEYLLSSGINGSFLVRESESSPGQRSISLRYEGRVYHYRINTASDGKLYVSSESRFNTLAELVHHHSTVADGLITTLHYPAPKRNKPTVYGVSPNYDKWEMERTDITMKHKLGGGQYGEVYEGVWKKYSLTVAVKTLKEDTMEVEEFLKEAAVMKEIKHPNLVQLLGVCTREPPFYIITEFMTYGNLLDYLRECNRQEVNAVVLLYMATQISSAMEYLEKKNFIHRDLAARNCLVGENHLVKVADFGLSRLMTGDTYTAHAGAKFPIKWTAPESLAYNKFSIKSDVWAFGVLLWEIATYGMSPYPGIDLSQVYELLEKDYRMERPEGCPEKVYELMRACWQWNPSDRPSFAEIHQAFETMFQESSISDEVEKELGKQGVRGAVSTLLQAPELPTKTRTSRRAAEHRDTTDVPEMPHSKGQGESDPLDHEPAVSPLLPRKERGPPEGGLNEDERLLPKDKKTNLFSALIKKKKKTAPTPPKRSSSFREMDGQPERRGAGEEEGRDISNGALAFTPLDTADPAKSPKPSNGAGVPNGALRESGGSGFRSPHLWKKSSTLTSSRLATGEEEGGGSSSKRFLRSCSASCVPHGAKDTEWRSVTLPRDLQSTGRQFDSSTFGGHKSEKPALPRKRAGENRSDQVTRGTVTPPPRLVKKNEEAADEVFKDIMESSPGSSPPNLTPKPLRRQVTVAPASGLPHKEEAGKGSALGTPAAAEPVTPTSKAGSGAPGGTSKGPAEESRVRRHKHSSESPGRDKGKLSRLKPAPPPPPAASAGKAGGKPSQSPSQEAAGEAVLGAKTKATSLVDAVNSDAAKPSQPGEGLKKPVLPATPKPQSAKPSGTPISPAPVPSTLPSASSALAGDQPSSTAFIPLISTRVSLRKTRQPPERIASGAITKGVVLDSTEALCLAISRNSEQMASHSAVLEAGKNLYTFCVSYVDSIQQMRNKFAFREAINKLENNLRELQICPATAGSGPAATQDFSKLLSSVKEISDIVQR
Target sequence (Q13671 whole entry, looked up): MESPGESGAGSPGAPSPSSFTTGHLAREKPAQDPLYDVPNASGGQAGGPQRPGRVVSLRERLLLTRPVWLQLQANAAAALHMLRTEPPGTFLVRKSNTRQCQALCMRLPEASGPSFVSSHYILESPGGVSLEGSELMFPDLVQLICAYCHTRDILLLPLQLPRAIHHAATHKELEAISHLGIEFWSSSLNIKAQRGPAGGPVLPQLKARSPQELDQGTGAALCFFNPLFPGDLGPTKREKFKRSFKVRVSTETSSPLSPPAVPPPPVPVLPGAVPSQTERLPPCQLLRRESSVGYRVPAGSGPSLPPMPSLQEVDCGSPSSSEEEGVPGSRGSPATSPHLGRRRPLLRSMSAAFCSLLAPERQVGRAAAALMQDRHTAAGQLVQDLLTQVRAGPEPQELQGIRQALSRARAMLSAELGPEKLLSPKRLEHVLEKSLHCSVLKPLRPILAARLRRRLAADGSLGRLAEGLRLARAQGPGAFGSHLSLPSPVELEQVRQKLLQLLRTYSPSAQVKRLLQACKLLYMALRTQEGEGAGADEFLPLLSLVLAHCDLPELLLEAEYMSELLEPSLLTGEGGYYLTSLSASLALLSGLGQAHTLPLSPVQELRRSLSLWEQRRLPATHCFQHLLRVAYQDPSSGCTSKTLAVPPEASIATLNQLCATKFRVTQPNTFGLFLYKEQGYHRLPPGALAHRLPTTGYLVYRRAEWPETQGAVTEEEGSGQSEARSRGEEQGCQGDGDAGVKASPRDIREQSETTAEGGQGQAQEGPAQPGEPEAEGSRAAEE
MLLE-PAM2 inh: blocks PAM2 peptide binding to the PABP1 MLLE domain; P11940; GST-MLLE / FITC-PAM2 fluorescence polarization; inhibition, % at 20 µM; 360,000 compounds, 0.36% hits; AID 588489; in the data active = inhibition above about 35%, passing the limit was not always enough;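 also: plate controls were DMSO wells with GST-MLLE for no effect and wells lacking GST-MLLE protein for full effect; some results filed as inactive read as strong as hits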
The depositor's hits bear a star; i = inactive; · = no result given.

SMILES | FAS TE block | MsrA act | SKN-1 block | NRP1-CendR mod | eLon inh | Neddyl block | MT1-MMP act inh | Rin1-Abl PPI inh | MLLE-PAM2 inh
CN1CCN(c2nc(-c3ccccc3)ncc2S(C)(=O)=O)CC1 | -5 | 0 | 25 | 17* | 4 | i | -3 | -3 | -4
COc1cccc(NC(=O)C2(C)CCN2C(=O)CC2CC2)c1 (stereo not drawn) | 1 | -1 | 0 | -5 | -21 | i | 2 | 0 | 2
CCn1c(C)nc2cc(S(=O)(=O)C(F)F)ccc21 | 0 | -11 | -10 | -10 | 0 | i | 2 | 3 | -6
COC(=O)c1ccccc1OCCCN(C)C | -12 | -7 | -3 | 3 | -2 | i | -1 | 1 | 3
O=C(COC(=O)c1ccccc1F)Nc1cccnc1Cl | -2 | -1 | 9 | -2 | -3 | i | 1 | 0 | 3
CCc1ccc(NC(=O)c2noc3c2CCc2ccccc2-3)cc1 | 15 | -5 | 14 | 0 | -9 | i | 0 | 3 | 1
O=C(Cn1cnc2ccccc21)N/N=C/c1ccccc1[N+](=O)[O-] | -6 | -1 | 6 | -6 | 4 | i | -2 | 1 | 3
CCc1ccc(CN2CCC(n3nccc3NC(=O)c3ccccc3)CC2)o1 | -3 | -1 | 11 | 9 | 1 | i | 2 | -1 | -1
O=C(CNC(=O)c1ccccc1F)NC1CCN(Cc2ccccc2)CC1 | -6 | -5 | 5 | -1 | 13 | i | 0 | 2 | 19
Cc1ccc(S(=O)(=O)N(C)C)cc1NS(=O)(=O)c1ccc(Cl)s1 | -4 | -6 | -9 | 10 | 2 | i | -1 | -1 | 4
O=C(NCCc1ccccc1F)[C@@H]1CSC2c3ccccc3C(=O)N21 (stereo partly drawn) | -9 | -1 | -8 | 10 | 4 | i | -3 | 0 | 20
O=C(NCc1ccccn1)C1CCN(Cc2cnn(-c3ccccc3)c2-n2cccc2)CC1 | -5 | -2 | 2 | 9 | -6 | i | 1 | -4 | 0
Cc1csc(CCc2nc(C)cs2)n1 | -7 | 0 | 14 | 8 | -2 | i | -2 | 2 | -2
CCOc1cc(/C=N/NC(=O)C(=O)Nc2cc(Cl)ccc2C)ccc1O | -4 | -8 | -3 | -4 | -5 | i | -1 | 2 | -6
COCCNC(C(=O)Nc1ccc([N+](=O)[O-])cc1Br)c1ccccc1 (stereo not drawn) | 18 | -9 | 5 | -3 | 3 | i | 2 | 0 | -8
CC(C)=C1SC(N2CCN(c3cccc(C(F)(F)F)c3)CC2)=NC1=O | -4 | -7 | -10 | -9 | -5 | i | 2 | 3 | -15
CCOC(=O)Cc1csc(NC(=O)CN2CCN(c3ccccc3)CC2)n1 | -2 | 1 | 2 | -13 | 2 | i | 2 | 1 | -6
Nc1nc(COc2ccc(F)cc2Cl)nc(N2CCCCC2)n1 | 4 | -3 | 10 | 1 | -5 | i | -1 | 1 | 3
CC(=O)Oc1ccc(N(C(C)=O)S(=O)(=O)c2cccs2)c2ccccc12 | -1 | 0 | 2 | -2 | -8 | i | -5 | 0 | -7
Cc1cccc(C)c1NC(=O)N1CCC(n2cnc3ccccc32)CC1 | -4 | -3 | -5 | 6 | -9 | i | 0 | 1 | 2

In the list so far, three have two or more sulfur atoms:
SMILES | FAS TE block | MsrA act | SKN-1 block | NRP1-CendR mod | eLon inh | Neddyl block | MT1-MMP act inh | Rin1-Abl PPI inh | MLLE-PAM2 inh
Cc1ccc(S(=O)(=O)N(C)C)cc1NS(=O)(=O)c1ccc(Cl)s1 | -4 | -6 | -9 | 10 | 2 | i | -1 | -1 | 4
Cc1csc(CCc2nc(C)cs2)n1 | -7 | 0 | 14 | 8 | -2 | i | -2 | 2 | -2
CC(=O)Oc1ccc(N(C(C)=O)S(=O)(=O)c2cccs2)c2ccccc12 | -1 | 0 | 2 | -2 | -8 | i | -5 | 0 | -7

Additional structures.
SMILES | FAS TE block | MsrA act | SKN-1 block | NRP1-CendR mod | eLon inh | Neddyl block | MT1-MMP act inh | Rin1-Abl PPI inh | MLLE-PAM2 inh
CCOc1ccc2c(c1)C(c1ccc(C)cc1)=NNC(c1ccc(C)cc1)=N2 | 20 | 0 | 10 | 6 | -2 | i | 2 | 3 | -1
CCOC(=O)c1[nH]c2ccc(OC)cc2c1NC(=S)N1CCN(c2ccc(F)cc2)CC1 | -3 | -4 | 4 | -4 | 12 | i | 4 | 1 | -20
CCOC(=O)C1CCN(S(=O)(=O)c2cccc3nonc23)CC1 | 0 | -1 | 12 | -14 | 3 | i | 4 | -3 | -10
CC1(C)CC(=O)C(C=NCCN2CCN(C(=S)Nc3ccc(F)cc3)CC2)=C(O)C1 | -5 | -7 | -2 | 4 | -1 | i | 1 | -1 | -37
COc1ccc(CCNC(=O)CS(=O)(=O)c2cn(CC(=O)N3CCCC3)c3ccccc23)cc1OC | 0 | -2 | 3 | -3 | 0 | i | -1 | -2 | 5
Cc1ccnc(SCC(=O)n2c3c(c4ccccc42)CC(C)CC3)n1 (stereo not drawn) | 29 | -4 | 8 | 2 | 2 | i | 1 | 3 | 3
OC(c1ccc(Cl)cc1)c1ncc(-c2ccccc2Cl)[nH]1 (stereo not drawn) | -3 | -3 | 15 | 9 | -8 | i | 4 | -3 | 2
COc1ccc(Cl)cc1NC(=O)CN(C)C(=O)Cn1cnc2c1c(=O)n(C)c(=O)n2C | -2 | -7 | 3 | -3 | -2 | i | 3 | 6 | -16
c1ccc(N2CCN(Cc3nc4ccccc4[nH]3)CC2)nc1 | 0 | 0 | 12 | -12 | -7 | i | 0 | 3 | -20
CCCn1nc(NC(=O)CC(C)C)c2cc3cccc(C)c3nc21 | -3 | -2 | 2 | 8 | -3 | i | 1 | -3 | 2
CC(Sc1nnnn1C)C(=O)Nc1ncc(Cl)cc1Cl (stereo not drawn) | -3 | -6 | -1 | -1 | -5 | i | 2 | 2 | -2
CC(C(=O)NC1(C#N)CCCCC1)N(C)CC(=O)Nc1ccc(Cl)c(Cl)c1 (stereo not drawn) | 21 | -1 | 6 | -6 | -14 | i | 4 | 2 | 4
CCCN(C)C1CN(Cc2cn(CCCOC)nn2)S(=O)(=O)C1 (stereo not drawn) | -8 | -3 | 19 | 12 | -11 | i | 3 | · | ·
CCOC(=O)/C=C1/SCC(=O)N1Cc1ccc(Br)cc1 | 14 | -2 | 9 | 2 | -10 | i | 0 | 4 | -14
Cc1cccc(NC(=O)CSc2nc(C)c(CC(=O)c3ccc(Br)cc3)c(C)c2C#N)c1C | -14 | -2 | 13 | -5 | -4 | i | -16 | -2 | -9
Cc1cc(=O)n(-c2ccccc2)n1C | 0 | -4 | 12 | 2 | -9 | i | -2 | 3 | 5
COc1ccc(CN(Cc2ccccn2)S(=O)(=O)c2ccc(-n3cnnn3)c(OC)c2)cc1 | 17 | -1 | -2 | 11 | -5 | i | 16 | 1 | -6
CCOC(=O)c1c(NC(=O)c2cccc(N3C(=O)CCC3=O)c2)sc2c1CCN(CC)C2 | -9 | -2 | 27 | 14 | -9 | i | -9 | -1 | -17
Cc1nn(C)c(C)c1C(=O)NN | -7 | -13 | -18 | 8 | -8 | i | -1 | -4 | 5
CCCCn1nc(CC(=O)O)c2ccccc2c1=O | -2 | -14 | 5 | 10 | -1 | i | -1 | 2 | 1

Two successive compounds already listed, for reference:
SMILES | FAS TE block | MsrA act | SKN-1 block | NRP1-CendR mod | eLon inh | Neddyl block | MT1-MMP act inh | Rin1-Abl PPI inh | MLLE-PAM2 inh
Cc1nn(C)c(C)c1C(=O)NN | -7 | -13 | -18 | 8 | -8 | i | -1 | -4 | 5
CCCCn1nc(CC(=O)O)c2ccccc2c1=O | -2 | -14 | 5 | 10 | -1 | i | -1 | 2 | 1

Later entries
SMILES | FAS TE block | MsrA act | SKN-1 block | NRP1-CendR mod | eLon inh | Neddyl block | MT1-MMP act inh | Rin1-Abl PPI inh | MLLE-PAM2 inh
CCN(CC)S(=O)(=O)c1cccc(NC(=O)C2SC(=Nc3ccc(C)cc3C)C(C(=O)NC(C)COC)=C2N)c1 (stereo not drawn) | 24 | -2 | 16 | -5 | 6 | i | -5 | -3 | -2
Cc1cc(C)c2c(=O)[nH]c(SCC(=O)NCCc3ccccc3)nc2n1 | -6 | -1 | 2 | -14 | 0 | i | 2 | 0 | 25
Cn1c(=O)n(C)c2cc(C(=O)Nc3ccc(Br)cc3)ccc21 | 0 | -11 | -24 | 9 | 1 | i | 16 | 1 | -2
Cc1ccc(C(C)C)c(OCC(=O)N2CCOCC2)c1 | -9 | -12 | 5 | -16 | 8 | i | -8 | 1 | 2
O=c1cc(C(F)(F)F)[nH]c(=S)n1-c1ccccc1 | -4 | -4 | 0 | 2 | -2 | i | 0 | 4 | -94
Cc1ccc(C(=O)Nc2cc3c(cc2Cl)OCCCO3)cc1 | 6 | 2 | -1 | 0 | 6 | i | -2 | 2 | 2
O=C(NC1CCCC1)C1CCC(CNS(=O)(=O)c2ccc(F)cc2)CC1 (stereo not drawn) | -6 | 2 | 18 | 0 | 3 | i | 0 | -3 | 4
COc1cccc(COc2cc3ccccc3nc2C)c1 | 18 | -2 | 45* | -6 | 12 | i | 1 | 4 | 10
COc1ccc(S(=O)(=O)N2CCOC2CNC(=O)C(=O)NCCN2CCOCC2)cc1OC (stereo not drawn) | -4 | -5 | 3 | 6 | 4 | i | -1 | 4 | 0
Cc1c(C)[n+](=O)c(-c2ccc(Br)cc2)c(C)n1[O-] | -7 | 0 | 6 | 1 | -6 | i | 1 | 2 | 10
CCC(C(=O)NC1CCCC1)N(Cc1cccs1)C(=O)Cn1nnc(-c2ccc(OC)c(OC)c2)n1 (stereo not drawn) | 16 | -14 | 20 | 14 | -11 | i | -1 | -1 | -5
COCCCNC(=O)CSc1ccc(Cl)cc1 | -8 | -10 | 20 | 1 | 1 | i | 3 | 4 | -4
Cc1ccc(N2CC(C(=O)N/N=C/c3sccc3C)CC2=O)cc1 (stereo not drawn) | -3 | -2 | -5 | 5 | -1 | i | 5 | 0 | 6
OCCOCCOc1ccc(-c2nn[nH]n2)cc1 | -4 | -5 | -8 | 3 | -10 | i | 0 | 1 | 4
CCC(C)NS(=O)(=O)c1ccc(OCC(=O)NCc2ccc3c(c2)OCO3)cc1 (stereo not drawn) | 2 | 1 | -4 | 4 | -5 | i | 3 | 0 | 1
CC(C)c1nnc(NC(=O)COc2ccccc2[N+](=O)[O-])s1 | -3 | -4 | 16 | -18 | -4 | i | 1 | 0 | 0
Cc1ccc(CN2C(=O)NC(Cc3c[nH]c4ccccc34)C2=O)cc1 (stereo not drawn) | -3 | -4 | 5 | -9 | -3 | i | 1 | 1 | -5
Cc1cc(OCC(=O)NCC2CCC(C(=O)O)CC2)c2c(C)c(Cc3ccccc3)c(=O)oc2c1 (stereo not drawn) | -3 | -3 | 2 | -2 | 3 | · | 7 | -1 | 1
O=C(NCC1CCOCC1)c1cc(COc2ccc(F)cc2F)on1 | -6 | -4 | 15 | 22 | 7 | i | -1 | 1 | -3
COCCn1c(SCC(=O)N2CCCC2)nnc1C(C)C | -7 | 0 | -8 | -4 | -9 | i | 2 | 0 | -2
COc1ccc(CCNC(=O)c2cnc3scc(C)n3c2=O)cc1OC | 0 | -4 | -1 | 7 | 1 | i | 4 | -2 | -2
CCc1ccc(/C=N/NC(=O)c2cc(C)on2)s1 | -7 | -9 | 15 | 11 | 4 | i | 2 | -1 | 1
Cc1ccc(NS(=O)(=O)c2ccc(Cl)c(NC(=S)NC(=O)C3CCCCC3)c2)cc1Cl | 45 | -6 | 3 | 14 | -7 | i | -12 | -4 | 27
COc1ccc(CCN2CC(C(=O)N3CCCCCC3)CCC2=O)cc1 (stereo not drawn) | -4 | -7 | -3 | 4 | 1 | i | 1 | 4 | 1
CC(C)CN1CC(Br)C(=O)NC1=O (stereo not drawn) | -2 | -4 | 17 | 15 | -2 | i | -1 | 4 | 4
CCn1c(/C=C/c2ccc(F)cc2)nc2ccccc2c1=O | 11 | -5 | 2 | -3 | -20 | i | -4 | -1 | -7
O=C(CN1CCCC1)Nc1c(Cl)cccc1Cl | -10 | -2 | 0 | -6 | -1 | i | -2 | 1 | -5
